# MazEF act: activators of E. coli MazEF toxin-antitoxin RNase, primary screen, biochemical, fluorescence, uHTS; Endoribonuclease toxin MazF (Escherichia coli (strain K12)), P0AE70; FAM/BHQ RNA-DNA oligo cleavage fluorescence, 5 h; activation, % at 20 µM; 350,000 tested, 0.32% active; in the data active = activation above about 50%
# Target sequence (P0AE70 whole entry, looked up): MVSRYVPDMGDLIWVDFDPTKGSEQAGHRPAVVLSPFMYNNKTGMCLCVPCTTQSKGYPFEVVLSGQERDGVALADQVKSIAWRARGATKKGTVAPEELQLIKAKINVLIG
# BoNT-F LC inh: BoNT/F light chain protease inhibitors, primary screen, biochemical, flow cytometry, MLPCN library; Multiplex microsphere protease cleavage assay; inhibition, % at 10 µM; 360,000 tested, 0.22% active; in the data active = inhibition above about 35%, passing the limit was not always enough; inconclusive = no clear call, values can overlap the other calls; note: plate controls were buffer without enzyme for full effect and enzyme alone for no effect
# FadD28 FP inh: inhibitors of FadD28 bisubstrate probe binding, primary screen, biochemical, fluorescence polarization, single point; Mycobacterium tuberculosis FadD28 fatty-acid-AMP ligase; AID 588549, 2011; 360,000 tested, 0.22% active; inhibition, % at 12.5 µM; in the data active = inhibition above about 8.5%, passing the limit was not always enough; inconclusive = no clear call, values can overlap the other calls
# PrPC surface inh: inhibitors of human cell surface prion protein PrPC, primary screen, cell-based, TR-FRET. 370,000 tested, 0.43% active. TR-FRET read-out. Major prion protein (Homo sapiens), P04156. inhibition, % at 13.8 µM. AID 720596, 2013; in the data active = inhibition above about 24%; note: 0% = median of the test wells and 100% = reference compound wells
# Mtb FBA inh: Mtb FBA enzyme inhibitors, primary screen, biochemical, fluorescence, strain H37Rv; purified M. tuberculosis FBA, fluorescence read-out; inhibition, % at 1 µM; 360,000 tested, 2.3% active; in the data active = inhibition above about 27%;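 note: 0% = vehicle and 100% = reference inhibitor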
# Target sequence (P9WQA3 whole entry, looked up): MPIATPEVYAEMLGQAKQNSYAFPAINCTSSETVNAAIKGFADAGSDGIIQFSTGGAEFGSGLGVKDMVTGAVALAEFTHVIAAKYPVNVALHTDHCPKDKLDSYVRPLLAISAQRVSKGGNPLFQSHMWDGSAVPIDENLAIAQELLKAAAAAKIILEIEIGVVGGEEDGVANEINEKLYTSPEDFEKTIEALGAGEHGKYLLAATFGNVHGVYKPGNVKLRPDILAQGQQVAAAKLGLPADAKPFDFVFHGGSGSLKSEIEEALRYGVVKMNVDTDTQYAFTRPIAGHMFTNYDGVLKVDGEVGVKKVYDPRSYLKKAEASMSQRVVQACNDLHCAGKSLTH
# Mtb UGM inh: M. tuberculosis UGM enzyme inhibitors, primary screen, biochemical, fluorescence polarization, single point; purified UGM, fluorescence polarization probe displacement; inhibition, % at 10 µM; 320,000 tested, 0.06% active; UDP-galactopyranose mutase (Mycobacterium tuberculosis (strain ATCC 25618 / H37Rv)), …; in the data active = inhibition above about 10%, passing the limit was not always enough; inconclusive = no clear call, values can overlap the other calls
# Target sequence (P9WIQ1 whole entry, looked up): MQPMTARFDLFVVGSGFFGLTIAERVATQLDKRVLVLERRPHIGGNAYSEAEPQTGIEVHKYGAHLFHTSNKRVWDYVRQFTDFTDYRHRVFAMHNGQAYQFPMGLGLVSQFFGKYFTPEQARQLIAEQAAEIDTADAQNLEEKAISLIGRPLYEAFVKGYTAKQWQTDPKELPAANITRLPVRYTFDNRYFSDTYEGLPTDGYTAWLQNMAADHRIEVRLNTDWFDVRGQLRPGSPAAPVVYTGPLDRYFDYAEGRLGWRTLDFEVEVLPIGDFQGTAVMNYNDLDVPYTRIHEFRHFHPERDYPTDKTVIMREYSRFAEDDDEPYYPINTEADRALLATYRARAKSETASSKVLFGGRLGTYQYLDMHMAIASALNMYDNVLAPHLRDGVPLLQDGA
# Rv3671c protease: Rv3671c serine protease inhibitors, primary screen, biochemical, fluorescence polarization, M. tuberculosis H37Rv; 320,000 tested, 0.048% active; AID 2606, 2010; P9WHR9; inhibition, % at 5.96 µM; in the data active = inhibition above about 38%;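 note: extracellular domain of Rv3671c used as enzyme; 0% = enzyme with DMSO and 100% = no enzyme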
# BioA inh: M. tuberculosis BioA enzyme inhibitors, primary screen, biochemical, plate reader, single point, HTS; inhibition, % at 9.99 µM; 360,000 tested, 0.096% active; purified M. tuberculosis BioA enzyme; 7,8-diaminopelargonic acid synthase BioA (Mycobacterium tuberculosis); in the data active = inhibition above about 40%; inconclusive = no clear call, values can overlap the other calls
# GDH-TPI counter: GDH-TPI coupling enzyme inhibitors, primary screen, artefact control for M. tuberculosis FBA inhibitor project, biochemical, absorbance, full deck. GDH-TPI coupled enzyme counterscreen, NADH absorbance. 360,000 tested, 1.2% active. inhibition, % at 4.8 µM; in the data active = inhibition above about 30%;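 note: 0% = DMSO wells and 100% = wells lacking the enzyme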
# * hit, by the source's call; u = inconclusive; x = no result given.
SMILES,MazEF act,BoNT-F LC inh,FadD28 FP inh,PrPC surface inh,Mtb FBA inh,Mtb UGM inh,Rv3671c protease,BioA inh,GDH-TPI counter
CCOc1ccc(NC(=O)CSc2nnc(Cn3cnc([N+](=O)[O-])n3)n2CC)cc1,5,0,0.2,-5,1,-0.7,5,x,-2
Cc1ccccc1CSc1n[nH]c(NS(=O)(=O)c2ccccc2)n1,3,-1,-1.2,7,-3,-0.8,1,0.3,14
COc1ccc(CNC(=O)[C@@H]2CCCN2C(=O)[C@@H]2Cc3ccccc3CN2C(=O)OC(C)(C)C)cc1,8,-4,-0.5,-6,-2,-0.8,-4,x,7
CC1(c2ccc3ccccc3c2)NC(=O)N(CC(=O)Nc2ncccc2O)C1=O (stereo not given),-8,-5,0.7,-1,5,2.9,4,-1.2,9
COc1cccc(C(=O)Nc2cc(C(F)(F)F)ccc2Cl)c1,4,2,0.2,5,0,-1.1,-5,-0.9,9
Cc1cccc(NC(=O)NC2CC3CCC(C2)N3Cc2ccco2)c1 (stereo not given),6,1,-0.5,-12,-1,2.9,1,x,1
Cc1cccc(NS(=O)(=O)c2cc3c4c(c2)CCN4C(=O)CC3)c1C,6,19,-3.1,x,-1,-1.2,6,1.0,-1
COc1ccc2c(-c3ccccc3)cc(SCC(=O)N(C)C3CCS(=O)(=O)C3)nc2c1 (stereo not given),-8,0,-23,12,7,-1.8,-16,x,16
Cn1c(N)c(C(=O)COC(=O)c2cc(-c3ccccc3)nc3ccccc23)c(=O)n(Cc2ccccc2)c1=O,-38,-1,-1.6,x,3,2.3,-17,-1.4,10
O=C1Nc2ccccc2/C1=C\c1cccn1-c1ccc(OC(F)(F)F)cc1,-1,-6,-2.4,11,-7,3.1,2,0.0,7
Cc1ccc(N2CCN(C(=S)Nc3ccc(Cl)cc3)CC2)cc1,8,15,-1.3,13,-1,1.6,x,-1.3,11
OC(c1ccccc1)(c1nc(/C=C/c2ccccc2)cs1)C(F)(F)F (stereo not given),x,7,-0.7,-6,0,x,x,-2.1,6
COc1cc(C(=O)Nc2ccc(Br)cc2C(=O)c2cc(OC)c(OC)c(OC)c2)cc(OC)c1OC,-8,-2,-0.2,6,0,-1.2,4,-0.7,-1
O=C1C2C3C=CC(O3)C2C(=O)N1N=C1CCCCC1 (stereo not given),4,-11,x,-10,0,x,x,-0.4,3
COc1ccc(Cl)cc1NC(=O)COC(=O)C(CC(C)C)N1C(=O)C2CC=CCC2C1=O (stereo not given),0,-4,0.2,10,-1,-0.7,-4,x,-2
CCn1c(SCc2ccccc2)nnc1-c1cccnc1,3,2,-1.2,1,5,-1.9,-1,x,-4
COc1ccc2c(Cl)c(C(=O)N/N=C/c3ccc4c(c3)OCO4)sc2c1,15,-77,-0.5,3,0,-0.8,-1,-5.4,47*
CCc1nc(SCC(=O)Nc2cccc3ccccc23)[nH]c(=O)c1C,6,-6,-4.4,14,2,-2.0,3,-1.0,-3
Cc1ccc(C2=NN3C(=O)c4ccccc4C3C2)cc1 (stereo not given),8,u,-1.4,-16,4,1.1,4,x,12
NC(=O)c1oc2ccccc2c1NC(=O)Cc1ccccc1,12,x,-1.6,-11,0,0.0,-6,-1.5,11
CC1CCCC(N2CCN(S(=O)(=O)c3ccccc3)CC2)C1 (stereo not given),-1,17,0.0,8,-3,-0.3,0,0.6,-3
Cc1ccc(C(=O)N2CCN(Cc3ccc4c(c3)OCO4)CC2)cc1S(=O)(=O)N1CCOCC1,6,x,-0.5,-3,9,0.2,-10,x,4
CC(Sc1nnc(Nc2ccccc2F)s1)C(=O)NC1CC1 (stereo not given),-1,5,-1.1,11,0,0.9,-10,-6.2,7
Cn1c(=O)c2c(-c3ccccc3)n(-c3cc(C(=O)O)ccc3O)cc2n(C)c1=O,x,7,-0.5,-5,5,x,x,-1.3,x
O=C(Nc1nccs1)C1CCCCN1S(=O)(=O)c1ccccc1 (stereo not given),-22,3,-1.0,1,8,3.2,6,x,4
CCCCCCCNC1=CC(=O)CC(c2ccco2)C1 (stereo not given),1,-1,-3.6,8,0,5.0,7,18,7
COc1ccc(CNC(=O)COC(=O)c2sccc2C)cc1OC,0,-8,-4.2,-5,-2,6.8,6,-3.7,3
CCN1CCc2nc(NC(=O)c3ccc4c(c3)OCCO4)sc2C1,-6,-13,-7.1,-8,-3,0.9,-8,-2.9,12
CC(C)(C)CC(=O)NC(=S)Nc1ccccc1[N+](=O)[O-],3,-1,-3.2,-6,1,2.1,-2,x,-3
CCc1nc2ccc(C(=O)Nc3cc(-c4ccccc4)ccc3OC)cn2c1N(C)CCCc1ccccc1,x,-2,-4.0,2,-1,x,x,-2.1,14
Nc1ccn(Cc2ccccc2F)n1,0,-8,-1.0,-2,5,-0.5,2,x,3
NC(=O)c1ccsc1NC(=O)COC(=O)/C=C/c1ccccc1[N+](=O)[O-],-4,3,-2.7,5,1,1.2,-4,3.0,6
COc1cc(C(=O)Nc2nc(-c3ccc(F)cc3)cs2)ccc1OCC(=O)N1CCOCC1,5,-2,-3.8,9,0,-2.1,-32,x,2
CSCCC(=O)N1C(C)CCCC1C(=O)O (stereo not given),4,0,-3.8,3,2,-0.8,3,-1.4,-9
O=C(COC(=O)c1ccccc1C(=O)c1ccc(Cl)c([N+](=O)[O-])c1)NC1CC1,6,-3,-1.2,-25,-3,-1.9,5,-1.8,9
O=C(NCc1ccccn1)C1(C(F)(F)F)C/C(=C\CCO)CCCO1 (stereo not given),9,-3,2.4,4,3,-0.9,-7,0.0,-16
CC(C)CNS(=O)(=O)c1ccc(CCC(=O)NCCc2ccccc2)cc1,6,15,-3.3,4,1,2.0,-2,-2.2,-3
CCOC(=O)c1c(C)[nH]c(C)c1C(=O)COC(=O)c1ccc(O)cc1,2,0,-6.2,9,1,3.1,2,0.1,4
COc1ccccc1CNc1nc2nc(C)c(Cl)c(=O)n2[nH]1,-9,1,-1.3,-5,0,3.4,-1,-0.6,9
C#CCN(C[C@H]1[C@H](OC(=O)NCC2CCCCC2)[C@H](OC(=O)NCC2CCCCC2)C[C@H]2C(=O)N(c3ccccc3)C(=O)[C@@H]12)S(=O)(=O)c1ccc(C)cc1,-3,3,-4.5,0,-1,x,x,-1.1,-7
COc1ccccc1C1Nc2cccc3cccc(c23)N1,-4,-15,0.2,-12,-2,0.5,-4,x,17
CCc1nc(OCC(=O)c2ccccc2)c(C#N)c2c1COC(C)(C)C2,-4,-5,-3.6,3,-7,2.9,-7,-1.2,-3
CC(C)(O)C#Cc1ccc(C(=O)N2CCN(C(=O)c3ccco3)CC2)cc1,9,25,-4.2,-2,3,0.6,-2,-1.2,0
CCOC(=O)N1CCC(Nc2c(NCCCN3CCN(c4ccc(OC)cc4)CC3)c(=O)c2=O)CC1,14,4,-1.4,3,3,1.4,4,-0.7,-10
COc1ccc(-c2cc(N)n(S(=O)(=O)Cc3ccccc3)n2)c(OC)c1,8,-3,0.9,-5,0,-1.7,3,-0.3,8
O=C(CSc1ccc(-c2cccnc2)nn1)Nc1ccc(Br)cc1,6,x,0.4,5,2,2.4,-3,1.7,5
Cc1ccc(C(=O)Nc2ccc(N3CCOCC3)cc2)cc1,-2,-1,-3.0,14,1,-1.9,13,-0.7,2
COc1cc2[nH]c(=O)n(CCCCCC(=O)NCCCN3CCCC3=O)c(=O)c2cc1OC,0,1,-1.9,1,9,3.2,-7,-1.8,15
CCOc1ccc(N(CC(=O)Nc2ccccc2F)S(=O)(=O)c2c(C)[nH]c(=O)[nH]c2=O)cc1,2,1,0.8,3,0,1.5,-1,1.4,11
CC(c1ccccc1)n1c(-c2ccccc2F)n[nH]c1=S (stereo not given),8,u,0.8,7,0,-1.9,1,-0.8,0
OC(c1ccccc1)c1nc(-c2cncnc2)cs1 (stereo not given),x,-2,-2.1,0,-3,x,x,0.0,-1
O=C(C1CCC1)N1CCc2cc(S(=O)(=O)NC3CCCC3)ccc21,7,-10,-0.3,3,2,-0.8,-1,-0.1,11
CCOc1ccc(CCNC(=O)CS(=O)(=O)Cc2nc(-c3ccccc3F)oc2C)cc1,-2,-1,-4.0,5,-2,-0.8,8,0.0,-1
COCCCn1c(=O)/c(=C\c2ccccc2OC(C)C)s/c1=C(/C#N)C(=O)Nc1ccc(C(=O)O)cc1,-54,-2,-1.3,0,-2,15*,-18,-82,19
C=CCN1C=C(C(=O)c2ccccc2)C(=O)CC1,4,0,-0.6,-2,1,x,x,-0.4,17
CC1(C)C2CC=C(/C=N/NC(=O)c3ccccc3Br)C1C2 (stereo not given),5,0,1.3,4,-2,-1.5,-9,x,14
COc1ccc(Cl)cc1-c1nc(-c2ccc(NC(=O)c3ccncc3)cc2)no1,-4,-18,-0.9,2,-5,-0.7,-24,0.6,8

# Molecules shown so far with fluorine:
SMILES,MazEF act,BoNT-F LC inh,FadD28 FP inh,PrPC surface inh,Mtb FBA inh,Mtb UGM inh,Rv3671c protease,BioA inh,GDH-TPI counter
COc1cccc(C(=O)Nc2cc(C(F)(F)F)ccc2Cl)c1,4,2,0.2,5,0,-1.1,-5,-0.9,9
O=C1Nc2ccccc2/C1=C\c1cccn1-c1ccc(OC(F)(F)F)cc1,-1,-6,-2.4,11,-7,3.1,2,0.0,7
OC(c1ccccc1)(c1nc(/C=C/c2ccccc2)cs1)C(F)(F)F (stereo not given),x,7,-0.7,-6,0,x,x,-2.1,6
CC(Sc1nnc(Nc2ccccc2F)s1)C(=O)NC1CC1 (stereo not given),-1,5,-1.1,11,0,0.9,-10,-6.2,7
Nc1ccn(Cc2ccccc2F)n1,0,-8,-1.0,-2,5,-0.5,2,x,3
COc1cc(C(=O)Nc2nc(-c3ccc(F)cc3)cs2)ccc1OCC(=O)N1CCOCC1,5,-2,-3.8,9,0,-2.1,-32,x,2
O=C(NCc1ccccn1)C1(C(F)(F)F)C/C(=C\CCO)CCCO1 (stereo not given),9,-3,2.4,4,3,-0.9,-7,0.0,-16
CCOc1ccc(N(CC(=O)Nc2ccccc2F)S(=O)(=O)c2c(C)[nH]c(=O)[nH]c2=O)cc1,2,1,0.8,3,0,1.5,-1,1.4,11
CC(c1ccccc1)n1c(-c2ccccc2F)n[nH]c1=S (stereo not given),8,u,0.8,7,0,-1.9,1,-0.8,0
CCOc1ccc(CCNC(=O)CS(=O)(=O)Cc2nc(-c3ccccc3F)oc2C)cc1,-2,-1,-4.0,5,-2,-0.8,8,0.0,-1
